D1 potentiator – human D1 dopamine receptor positive modulation | P21728 | HEK293 TREx D1 cells, calcium flux, dopamine EC20 potentiation | potentiation, % at 10 µM | hit rate 0.036% among 360,000; in the data active = potentiation above about 30%; also: 0% is about no effect
D1 antagonist – blocks dopamine activation of the human D1 receptor; P21728; HEK293 TREx D1 cells, calcium flux, dopamine EC80; active compounds read low; activity change, negative = inhibition, % at 10 µM; hit rate 3.2% among 360,000; AID 504652; in the data active = activity change below about -30%; also: % is scaled to controls: 0 for no effect and ±100 for the full control effect
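After overnight tetracycline induction at 30 C, force-coupled D1 HEK293 cells took up a no-wash calcium dye at room temperature. Compounds were added and monitored 180 s, and the response to EC80 dopamine was then recorded.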
RXFP1 antagonist – blocks the human relaxin receptor RXFP1; Q9HBX9; HEK293-RXFP1, relaxin-stimulated cAMP HTRF, 30 min; active compounds read low; activity change, negative = inhibition, % at 57.5 µM; hit rate 0.59% among 350,000;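 active = activity change of -60% or lower, but not beyond a set lower limit; inconclusive = change between -60% and -40%, or beyond the set limit; inactive = change above -40%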; also: % is scaled to controls: 0 for no effect and ±100 for the full control effect
Target sequence (Q9HBX9 whole entry, looked up): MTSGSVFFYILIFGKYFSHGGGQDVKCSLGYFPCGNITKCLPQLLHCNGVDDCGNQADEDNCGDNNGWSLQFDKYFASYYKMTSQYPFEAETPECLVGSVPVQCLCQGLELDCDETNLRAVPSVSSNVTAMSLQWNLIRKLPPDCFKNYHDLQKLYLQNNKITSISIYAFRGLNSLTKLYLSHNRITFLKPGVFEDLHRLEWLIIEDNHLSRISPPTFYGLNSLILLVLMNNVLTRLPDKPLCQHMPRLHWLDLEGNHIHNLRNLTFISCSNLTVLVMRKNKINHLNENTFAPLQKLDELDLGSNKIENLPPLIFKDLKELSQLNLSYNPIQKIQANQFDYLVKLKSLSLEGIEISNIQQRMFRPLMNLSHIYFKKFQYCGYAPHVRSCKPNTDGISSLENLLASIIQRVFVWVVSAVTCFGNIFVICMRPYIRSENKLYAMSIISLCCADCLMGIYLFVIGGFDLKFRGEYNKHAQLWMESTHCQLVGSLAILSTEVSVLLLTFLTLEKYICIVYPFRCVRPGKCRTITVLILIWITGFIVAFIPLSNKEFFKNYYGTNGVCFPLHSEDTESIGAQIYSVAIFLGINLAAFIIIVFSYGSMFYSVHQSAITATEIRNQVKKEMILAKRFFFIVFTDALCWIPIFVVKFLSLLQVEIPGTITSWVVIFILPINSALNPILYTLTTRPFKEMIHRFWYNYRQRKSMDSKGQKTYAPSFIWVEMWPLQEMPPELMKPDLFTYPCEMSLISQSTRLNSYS
Glioma ERSR ind – ER stress response induction in glioma. U87-MG GRP78 promoter luciferase reporter, 16 h. Potency, µM, inactives show at the top dose activation, actives largely listed as activators. hit rate 0.02% among 420,000. AID 602332; also: potency is read from the fitted curve at half-maximal effect; series mostly up to about 76 µM; % of control where 0% means no effect; nearly all actives have a fitted effect of over 35% in size
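ERSR induction read as luciferase luminescence (Bright-Glo, 10 min at room temperature) in stably transfected human U87-MG glioma cells exposed to compounds for 16 h, using GRP78 as sensor.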
Vif-A3F inh – blocks the Vif interaction with APOBEC3F; HeLa A3F-eYFP + Vif (tagged APOBEC3F with the HIV-1 protein that degrades it), YFP fluorescence increase; Potency, µM (titrated, usually from 46.1 µM), inactives show top-dose activity, negative = active; hit rate 0.2% among 390,000; also: potency is read from the fitted curve at half-maximal effect; % of control where 0% means no effect; nearly all actives have a fitted effect of over 65% in size
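HeLa cells stably expressing Vif plus C-terminally eYFP-tagged A3F were seeded, incubated overnight at 37 deg C, dosed with compound, incubated overnight again at 37 deg C. Yellow fluorescence (Ex 488/Em 500-530) reported blocked Vif-mediated A3F-eYFP degradation.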
RXFP1 ag – agonists of human relaxin receptor RXFP1; Q9HBX9; HEK293T-RXFP1 cAMP TR-FRET, 30 min; response scale: percent of porcine relaxin response, buffer zero; hit rate 0.3% among 370,000; AID 2676; Potency, µM (doses to about 57.5 µM), without a hit: at the top dose activation, most hits filed as activators; also: potency is read from the fitted curve at half-maximal effect; % is scaled to controls: 0 for no effect and ±100 for the full control effect; nearly all actives have a fitted effect of over 60% in size; many of its hits are not listed in these tables
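Agonist response is measured as cAMP accumulation in an RXFP1-transfected HEK293T line under PDE4 inhibition. Values are scaled between buffer-only and 29 nM porcine relaxin, and EC50s come from standard Hill equation fits.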
D1 ag – activates the human D1 dopamine receptor | HEK293 T-REx D1 cells, calcium flux, agonist mode | activation, % at 2 µM | AID 504660 | hit rate 1% among 360,000; in the data active = activation above about 30%; also: 0% is about no effect
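Tetracycline-induced HEK293 TREx D1 cells, force-coupled to calcium signalling, were dye-loaded with a no-wash calcium kit. Compound was pin-added after a 10 s baseline. Fluorescence was read kinetically at 1 cycle/s for 180 s, with calcium rises flagged as agonism.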
D2 PAM – positively modulates the human D2 dopamine receptor allosterically; potentiation, % at 10 µM; P14416; HEK293 T-REx D2, calcium flux, EC20 dopamine potentiation; AID 485347; hit rate 0.34% among 340,000;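 active = potentiation over 3 SD above the plate norm, cut at about 30% in these data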; also: 0% is about no effect
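Potentiation of an EC20 dopamine calcium response is measured in a force-coupled, tetracycline-inducible Hek293 Trex D2 line. Compound-only kinetic reads over 180 s flag agonists before dopamine addition.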
Vif-A3G inh – blocks the Vif interaction with human APOBEC3G; Q9HC16; HeLa A3G-eYFP + Vif (tagged APOBEC3G with the HIV-1 protein that degrades it), YFP fluorescence, overnight; Potency, µM (titrated, usually from 46.1 µM), for the others: at the highest dose activity, negative = active, most hits filed as inhibitors; hit rate 0.076% among 410,000;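 also: potency is read from the fitted curve at half-maximal effect; % is scaled to controls: 0 for no effect and ±100 for the full control effect; nearly all actives have a fitted effect of over 60% in size; hits raise eYFP signal because A3G escapes Vif-driven loss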
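HeLa cells stably expressing Vif and C-terminally eYFP-tagged A3G, seeded overnight at 37 deg C, then exposed to compound by pintool overnight at 37 deg C. Rise in yellow fluorescence (Ex 488/Em 500-530, Acumen) marks blocked Vif-driven A3G degradation.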
* = called active by the depositor; ? = inconclusive; . = no result given. Unless noted, calls follow the shape of the dose curve; as a rule, active = well fitted curve in the direction sought with a large enough effect; inconclusive = small, poorly fitted or top-dose-only effect, or another doubt; inactive = no such curve, though single readings can be large; an effect the other way counts as inactive or inconclusive. These rows are one share of the data; rates above refer to the full screens.

Every second line gives: D1 potentiator	D1 antagonist	RXFP1 antagonist	Glioma ERSR ind	Vif-A3F inh	RXFP1 ag	D1 ag	D2 PAM	Vif-A3G inh
> COc1ccc(OC)c(NC(=O)Cc2coc3ccc(C)cc23)c1
 : 3	9	-18	0%	1%	0.7%	4	.	0%
> Nc1nc2nc(-c3cccs3)cc(C(F)(F)F)n2n1
 : 1	-8	-8	-5%	2%	14%	-1	0	-3%
> CC(C)NCCOCCOc1ccccc1F
 : -4	9	.	-3%	-7%	0.2%	0	1	0%
> COc1c2c(nc3occc13)C(CCC(C)(C)O)(OC)C(O)CC2 (stereo not given)
 : 3	2	-5	-9%	-3%	2.6%	1	-1	2%
> CC(C)(C)NC(=O)NC(=O)CN1CCCCCCC1
 : -5	-20	-20	0%	0%	0.5%	2	.	0%
> COC(=O)c1ccccc1NC(=O)c1cnn2c(C)cc(C)nc12
 : -7	-2	-1	-3%	-2%	0.4%	1	-3	1%
> CNC(=O)COC(=O)CCC(=O)c1cccs1
 : 1	1	2	0%	-6%	2.8%	4	.	-1%
> O=C(CSc1nnc(-c2ccccc2)o1)NC1CCS(=O)(=O)C1 (stereo not given)
 : 1	4	16	-5%	5%	1.0%	4	3	-1%
> CCN(CC)S(=O)(=O)c1nnc(NC(=O)COc2ccccc2F)s1
 : -1	-4	3	.	.	-0.3%	1	0	.
> C[C@@H]1CN([C@H](C)CO)C(=O)CCCn2nncc2CO[C@H]1CN(C)S(=O)(=O)c1cccc(C#N)c1
 : .	.	13	-4%	-9%	.	.	.	-1%
> CCOc1ccc(/C=N/n2c(COc3ccccc3)n[nH]c2=S)cc1OC
 : -2	-20	19	-6%	-6%	-0.3%	3	-1	-1%
> COC(=O)c1cn[nH]c1NC(=S)Nc1ccccc1C
 : -2	-18	1	9%	1%	-0.4%	2	3	3%
> CCc1c(C(=O)c2ccc(Cl)cc2)oc2c(C)c3oc(=O)cc(C)c3cc12
 : 5	1	0	-1%	-5%	-0.7%	-2	6	-5%
> CN(C)C(=O)c1cc(C(=O)c2ccc(C(F)(F)F)cc2F)c[nH]1
 : 5	-16	-3	3%	4%	-5.5%	12	9	1%
> O=c1oc2ccccc2c(Nc2ccc(F)cc2)c1[N+](=O)[O-]
 : 1	-7	0	-6%	-7%	0.5%	11	1	?
> Cn1c(N/N=C/c2c[nH]c3ccccc23)nc2ccccc21
 : -5	5	5	-3%	-4%	0.1%	4	3	6%
> CC(C)(C)n1cnc2cc(NCc3ccc(Br)cc3)ccc21
 : 9	6	-8	4%	4%	0.6%	4	1	-13%
> CC1=C(C(=O)Nc2cccc(F)c2)C(c2ccsc2)C2=C(CC(C)(C)CC2=O)N1 (stereo not given)
 : 2	-3	11	-6%	-11%	2.3%	1	4	?
> CC(C)Cn1c(SCC(=O)N2CCc3ccccc3C2)nc(O)cc1=O
 : .	.	-35	-2%	-1%	.	.	.	-14%
> CCCC1Cc2c(sc(N)c2C#N)CO1 (stereo not given)
 : -4	4	-2	1%	-8%	30%	1	5	-7%
> Brc1cnc(OCc2ccccc2)nc1OCc1ccccc1
 : .	.	-12	-1%	0%	.	.	.	-7%
> COc1ccccc1C(=O)NCCC(=O)OCC(=O)Nc1ccc(S(N)(=O)=O)cc1
 : -5	6	4	-2%	-4%	-0.7%	2	13	-5%
> CCCCNC(=O)c1cccc(NC(=O)C(=O)c2ccccc2NC(C)=O)c1
 : -2	2	18	-4%	0%	8.6%	1	11	0%
> CC(C)CNC(=O)c1cc(-c2ccc3c(c2)OCO3)on1
 : -5	-14	-8	-4%	-9%	1.9%	5	6	-7%
> O=C(NC1CCCCC1)C(c1ccc(F)cc1)N(Cc1ccco1)C(=O)c1ccccn1 (stereo not given)
 : 2	-20	-2	-4%	?	-0.5%	3	9	0%
> Cc1cc2cc(CN(Cc3cccs3)C(=S)NCc3ccco3)c(=O)[nH]c2cc1C
 : 2	-1	-4	-5%	4%	6.9%	6	-2	-1%
> CCOc1ccc(NC(=O)CCNC(=O)Cn2cnc3ccccc3c2=O)cc1
 : -3	0	-9	-3%	-12%	-0.1%	-1	-41	1%
> O=C(NCc1cccs1)c1ccc2c(c1)sc1nc(-c3ccc(F)cc3)cn12
 : -3	-10	17	-3%	3%	-3.8%	-1	-3	-1%
> COc1ccc(Cl)cc1NC(=O)NCC1CCN(Cc2cc(C)ccc2C)CC1
 : -9	-31*	-19	-7%	-4%	0.0%	30	-28	-4%
> Cc1cccc(Cn2c(CN3CCC(C(=O)NCCc4ccccc4)CC3)cc3ccccc32)c1
 : -2	-1	-20	-1%	0%	0.0%	8	13	2%

Whole records from above. Order of screens: D1 potentiator | D1 antagonist | RXFP1 antagonist | Glioma ERSR ind | Vif-A3F inh | RXFP1 ag | D1 ag | D2 PAM | Vif-A3G inh
Cn1c(N/N=C/c2c[nH]c3ccccc23)nc2ccccc21 as listed: -5 | 5 | 5 | -3% | -4% | 0.1% | 4 | 3 | 6%
CC(C)Cn1c(SCC(=O)N2CCc3ccccc3C2)nc(O)cc1=O as listed: . | . | -35 | -2% | -1% | . | . | . | -14%
O=C(NC1CCCCC1)C(c1ccc(F)cc1)N(Cc1ccco1)C(=O)c1ccccn1 (stereo not given) as listed: 2 | -20 | -2 | -4% | ? | -0.5% | 3 | 9 | 0%
Brc1cnc(OCc2ccccc2)nc1OCc1ccccc1 as listed: . | . | -12 | -1% | 0% | . | . | . | -7%
CCCC1Cc2c(sc(N)c2C#N)CO1 (stereo not given) as listed: -4 | 4 | -2 | 1% | -8% | 30% | 1 | 5 | -7%

Remaining list, next part.
Every second line gives: D1 potentiator	D1 antagonist	RXFP1 antagonist	Glioma ERSR ind	Vif-A3F inh	RXFP1 ag	D1 ag	D2 PAM	Vif-A3G inh
> Cc1ccc(S(=O)(=O)N2CCC(C(=O)OC(C)C(=O)NCc3ccc4c(c3)OCO4)CC2)cc1 (stereo not given)
 : -1	7	6	-2%	-11%	2.5%	1	3	0%
> COc1ccc(S(=O)(=O)N2CCOCC2)cc1NC(=O)COc1cccnc1[N+](=O)[O-]
 : 2	-30	-5	-1%	3%	16%	1	2	0%
> O=S(=O)(c1cccc2nsnc12)N1CCCC1
 : 6	3	10	-4%	-2%	-0.6%	3	23	-1%
> S=C1NC2(CCCCC2)Nc2ccccc21
 : 1	29	15	-4%	-7%	?	3	-2	2%
> O=C(CN1C(=O)c2cccc([N+](=O)[O-])c2C1=O)N1CCc2ccccc2C1
 : .	.	-4	-5%	-4%	.	.	.	-5%
> O=C(NN1CCCCC1)c1cccc(COc2ccc(Cl)cc2)c1
 : -3	-31*	.	0%	-7%	4.6%	5	1	0%
> CSCCC(NS(=O)(=O)c1ccc2c(c1)OCCO2)C(=O)N(C)Cc1ccccc1F (stereo not given)
 : 4	-6	0	-3%	2%	-0.5%	3	8	0%
> CCOC(=O)c1c(NC(=O)c2ccc(N3C(=O)[C@@H]4[C@H](C3=O)[C@H]3C=C[C@@H]4C3)cc2)sc2c1CC(C)CC2 (stereo not given in full)
 : -13	-12	-3	-5%	0%	0.1%	2	-1	-1%
> Cc1ccc(N(CC(=O)NC(C)(C)C)C(=O)CNC(=O)c2cccs2)cc1C
 : 0	3	-34	-6%	4%	8.1%	1	0	-2%
> COc1ccc(OC(C)C(=O)N(C)Cc2nc(-c3ccccc3)no2)cc1 (stereo not given)
 : 1	3	-6	-5%	-12%	1.3%	8	8	2%
> COC(=O)c1c(NC(=O)CCNCc2ccco2)sc2c1CCC2
 : 5	18	-26	-4%	-3%	3.1%	8	-12	3%
> Cc1cccc(NC(=S)NCCc2ccc(F)cc2)c1C
 : -5	-6	-4	1%	?	-0.8%	0	8	-3%
> CC(=O)Nc1ccc(S(=O)(=O)NC2=NCN(CCOC(=O)c3ccccc3)CN2)cc1
 : -6	8	-22	-4%	4%	0.3%	2	27	1%
> Cc1ccc(-n2nc3c(c2NC(=O)c2cc4ccccc4o2)CS(=O)(=O)C3)cc1
 : 1	2	-8	0%	-17%	1.6%	7	-1	-4%
> C/C(=N/NC(=O)CNC(=O)c1ccncc1)c1ccco1
 : 0	-15	-11	-4%	4%	-1.6%	3	-2	-2%
> CC(=O)Nc1ccc(OCC(O)CN2CCN(c3ccc(Cl)cc3)CC2)cc1 (stereo not given)
 : -8	-27	-4	-5%	.	1.0%	10	-39	3%
> COc1cc(C(=S)N2CCOCC2)cc(OC)c1OS(=O)(=O)c1ccc(NC(C)=O)cc1
 : -2	-16	-10	0%	-7%	0.5%	1	6	-6%
> CCCn1nc(NS(=O)(=O)c2cccc3nonc23)c2cc3cc(C)ccc3nc21
 : 0	1	7	0%	-6%	-1.2%	3	0	2%
> Cc1ccc2c(c1)N(C(=O)NC1CCCCC1)C(C)(C)CC2C (stereo not given)
 : 0	20	8	0%	-13%	-0.3%	1	5	0%
> CCOC(=O)c1cn(Cc2ccccc2)c2cc(C)nn2c1=O
 : -3	9	0	-3%	-3%	1.8%	2	3	0%
> Fc1ccccc1-c1nnc2ccc3ccccc3n12
 : -1	-3	20	-5%	8%	5.8%	1	3	2%
> COc1ccccc1NC(=O)c1oc2ccccc2c1C
 : .	.	-1	4%	-5%	.	.	.	-8%
> Cc1ccc(NC(=O)C2CCCN2C(=O)c2cccs2)c(C)c1 (stereo not given)
 : .	-4	1	-3%	9%	0.1%	4	.	2%
> O=C1C2C3c4ccccc4C(c4ccccc43)C2C(=O)N1c1nc(-c2ccccc2)cs1 (stereo not given)
 : 0	-28	-1	-2%	3%	2.1%	3	0	1%

Part of the list above, tab-delimited:
Structure	D1 potentiator	D1 antagonist	RXFP1 antagonist	Glioma ERSR ind	Vif-A3F inh	RXFP1 ag	D1 ag	D2 PAM	Vif-A3G inh
COc1cc(C(=S)N2CCOCC2)cc(OC)c1OS(=O)(=O)c1ccc(NC(C)=O)cc1	-2	-16	-10	0%	-7%	0.5%	1	6	-6%
CCCn1nc(NS(=O)(=O)c2cccc3nonc23)c2cc3cc(C)ccc3nc21	0	1	7	0%	-6%	-1.2%	3	0	2%

High-throughput results: PubChem, National Center for Advancing Translational Sciences (NCATS)
